From PubChem BioAssay
CYP2C19 act: human CYP2C19 activators, primary screen, biochemical, luminescence. Cytochrome P450 2C19 (Homo sapiens), P33261. recombinant CYP2C19, luciferin-H EGE luminescence; active compounds read high; 0 = fully inhibited enzyme, 1 = untreated enzyme. 96,000 tested, under 10 active. activation factor at 5 µM;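 active = activation factor of at least 2 at 5 µM in the primary screen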;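 also: 0 = wells with 2.5 mM tranylcypromine and 1 = vehicle-only wells; values of inactives mirror those of a sister screen read the other way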
CYP2C19 inhib: blockers of cytochrome P450 2C19 activity – biochemical, luminescence, ADME assay, primary screen; inhibition, % at 5 µM; AID 778, 2007; CYP2C19 Supersomes, luciferin-H EGE luminescence, 30 min; 96,000 tested, 21% active;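 active = CYP2C19 inhibition above a set limit at 5 µM in the primary screen, cut at about 50% in these data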;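 also: plate controls were negative control wells for no effect and 2.5 mM tranylcypromine positive control for full effect; values of inactives mirror those of a sister screen read the other way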
CYP2C9 inh: blockers of cytochrome P450 2C9 activity – biochemical, luminescence, ADME assay, primary screen. CYP2C9 Supersomes, luciferin-H conversion. inhibition, % at 5 µM. 96,000 tested, 20% active;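 active = blocking of liver enzyme CYP2C9 beyond about 50% at 5 µM, limit read from the data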; also: values of inactives mirror those of a sister screen read the other way
PLAP act: PLAP enzyme activators, biochemical, luminescence, HTS | Alkaline phosphatase, placental type (Homo sapiens), P05187 | purified PLAP enzyme, luminescent substrate read-out; active compounds read high | activation fold at 20 µM | 96,000 tested, 1.2% active | AID 696, 2007; in the data active = activation fold above about 2
Target sequence (P05187 whole entry, looked up): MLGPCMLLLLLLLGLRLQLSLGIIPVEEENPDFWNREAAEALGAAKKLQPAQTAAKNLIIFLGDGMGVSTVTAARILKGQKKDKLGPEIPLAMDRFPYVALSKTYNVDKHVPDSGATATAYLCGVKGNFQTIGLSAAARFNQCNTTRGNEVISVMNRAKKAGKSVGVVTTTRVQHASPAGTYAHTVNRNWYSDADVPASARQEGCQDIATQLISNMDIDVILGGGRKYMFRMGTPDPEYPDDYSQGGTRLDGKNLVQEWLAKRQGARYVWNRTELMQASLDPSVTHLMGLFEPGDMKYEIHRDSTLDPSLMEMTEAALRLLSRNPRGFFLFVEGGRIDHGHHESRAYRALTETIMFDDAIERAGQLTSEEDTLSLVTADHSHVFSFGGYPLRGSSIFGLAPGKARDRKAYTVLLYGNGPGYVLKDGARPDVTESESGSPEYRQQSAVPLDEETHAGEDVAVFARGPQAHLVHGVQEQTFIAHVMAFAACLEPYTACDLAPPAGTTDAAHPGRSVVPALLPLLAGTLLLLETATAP
Ecoli WT expand: growth inhibitors of wild-type E. coli, primary screen, strain BW25113, expanded library, OD600 | growth inhibition, % at 100 µM | 98,000 tested, 0.15% active | OD600 absorbance | AID 710, 2007;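 active = growth inhibition above about 50% at one test dose, limit read from the data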;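 also: growth measured after 20 h incubation at 37 °C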
PostGolgi yeast: phenotypic screen on post-Golgi transport, primary screen; post-Golgi transport phenotypic cell assay; inhibition, % at 10 µM; 98,000 tested, 0.9% active; AID 739, 2007; in the data active = inhibition above about 30%;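 also: yeast cells grown in 1536-well plates; yeast grown about 18 h at 30C before absorbance read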
CYP2C9 act: human CYP2C9 activators, primary screen, biochemical, luminescence. recombinant CYP2C9, luciferin-H conversion; active compounds read high; factor 1 = untreated enzyme, 0 = blocked. 96,000 tested, 1.4% active. activation factor at 5 µM;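 active = activation factor of 2 or more for CYP2C9 at a 5 µM dose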;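 also: 0 = sulfaphenazole-blocked wells and 1 = vehicle-only wells; values of inactives mirror those of a sister screen read the other way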
EphB4 antag: EphB4-ephrin-B2 interaction antagonists, primary screen, biochemical, TNYL-RAW peptide probe, fluorescence polarization; Ephrin type-B receptor 4 (Homo sapiens), P54760; EphB4 LBD / TNYL-RAW-Alexa532 peptide; inhibition, % at 7 µM; 97,000 tested, 0.15% active;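 active = inhibition above the screen-wide mean inhibition plus 3 SD, cut at about 15% in these data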;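 also: 0% = DMSO wells and 100% = excess unlabeled TNYL-RAW peptide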
PTK2B oligo ant: antagonists of Pyk2 self-association, primary screen, Q293 cells, FERM NanoBiT luminescence, HTS | AID 1347419, 2020 | active compounds read low | 99,000 tested, 0.83% active | z-score (the deposit names both 25 µM and 10 µM);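 active = Z-score of -3 or lower, scaled per plate to the spread of control and sample wells; inactive = z-score above -3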;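 also: negative z-score means lost luminescence so less FERM oligomerization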
The depositor's hits bear a star; nt = not tested or not shown. No enrichment for hits (roughly 31% active in at least one column).

molecule	PLAP act	CYP2C19 act	CYP2C9 act	CYP2C9 inh	EphB4 antag	PTK2B oligo ant	PostGolgi yeast	CYP2C19 inhib	Ecoli WT expand
O=C(Oc1ccccc1)c1ccc(-n2cnnn2)cc1	1	0.3	0.8	22	-1	0.77	26	69*	6
CC(C)COn1c(=S)[nH]c2ccccc2c1=O	0.9	0.4	0.7	27	1	-0.59	1	59*	-3
CCCNC(=O)CN(c1ccc(F)cc1)S(=O)(=O)c1ccc2c(c1)OCCO2	1.7	0.2	0.2	85*	8	-1.7	-1	81*	-8
CCOc1cccc(=O)c2c(C)n(C)c(C)c12	1.2	0.5	0.5	49	5	-0.24	0	52*	1
CC(C)Sc1nc(N2CCCC2)c2c(c1C#N)CC(C)(C)OC2	1	0.4	0.1	87*	nt	-2.2	-3	61*	-3
CCCCCCCCS(=O)c1sc2nc(C)cc(C)c2c1N (stereo not drawn)	1.6	0.1	0.2	79*	5	-0.1	-10	88*	6
CN(Cc1cccs1)C(=O)COc1ccc(-c2nnco2)cc1	1.6	0.3	0.7	31	4	0.24	5	75*	3
O=C(Nc1ccc(N2CCOCC2)nc1)c1ccc(Cl)cc1	0.9	1.1	1.1	-14	5	-0.92	-16	-6	2
CN(C)C(=O)CSc1nc2ccccc2c(=O)[nH]1	1.3	1.1	1.1	-12	-7	-0.04	5	-13	6
O=C(NCCc1ccncc1)C(F)(F)F	0.9	1	1.1	-6	-3	-0.35	21	-1	-5

Sorted by the number under PostGolgi yeast (ascending): three of the compounds above
Compound | PLAP act | CYP2C19 act | CYP2C9 act | CYP2C9 inh | EphB4 antag | PTK2B oligo ant | PostGolgi yeast | CYP2C19 inhib
O=C(Nc1ccc(N2CCOCC2)nc1)c1ccc(Cl)cc1 | 0.9 | 1.1 | 1.1 | -14 | 5 | -0.92 | -16 | -6
CC(C)Sc1nc(N2CCCC2)c2c(c1C#N)CC(C)(C)OC2 | 1 | 0.4 | 0.1 | 87* | nt | -2.2 | -3 | 61*
O=C(NCCc1ccncc1)C(F)(F)F | 0.9 | 1 | 1.1 | -6 | -3 | -0.35 | 21 | -1

The listing picks up, repeating the 2 entries before the break.
molecule	PLAP act	CYP2C19 act	CYP2C9 act	CYP2C9 inh	EphB4 antag	PTK2B oligo ant	PostGolgi yeast	CYP2C19 inhib	Ecoli WT expand
CN(C)C(=O)CSc1nc2ccccc2c(=O)[nH]1	1.3	1.1	1.1	-12	-7	-0.04	5	-13	6
O=C(NCCc1ccncc1)C(F)(F)F	0.9	1	1.1	-6	-3	-0.35	21	-1	-5
O=C(NC1CCCCC1)N1CCCC(c2nc3ccccc3[nH]2)C1 (stereo not drawn)	0.9	0.7	0.5	46	6	0.93	-6	33	-1
CCN(CC(=O)N1CCc2ccccc2C1)S(=O)(=O)c1ccc2ccccc2c1	1.5	0.6	2.4*	-143	-1	0.52	5	39	-4
Cc1nc2ccccc2c(=O)n1NC(=O)c1ccc(F)cc1Cl	0.8	1	0.2	81*	1	1	6	-3	-8
COc1cc(N2C(=O)c3ccccc3C2=O)c(Cl)cc1C(=O)OCC(=O)NCc1ccco1	1.2	0.9	0.5	49	0	0.04	20	14	-5
Cc1ccc(C)c(-n2c(N)c(C(N)=O)sc2=S)c1	nt	nt	nt	nt	-1	1.1	-4	nt	-1
O=C(NC(C(=O)N/N=C/c1ccccc1)c1n[nH]c(=O)c2ccccc12)c1ccccc1 (stereo not drawn)	1	0.6	0.5	52*	1	-0.23	1	37	5
Cc1ccc(C(=O)NCC2CCCO2)cc1N1CCCC1=O (stereo not drawn)	1.1	1	1.1	-6	-9	-0.05	0	-4	4
Nc1ccc2c(c1)ncn2CCCn1cnc2cc(N)ccc21	1.2	0.7	1.1	-11	-1	1.8	0	26	5
Cc1cc(C)nc(NC(=O)c2ccc(Cl)c(Cl)c2)n1	1	0.7	0.9	8	-5	0.01	-6	30	-4
COC(=O)CSc1nnc(SCc2ccccc2)s1	0.9	1	1	-3	2	1.9	23	1	5

Among those listed so far, these contain four or more nitrogen atoms.
molecule	PLAP act	CYP2C19 act	CYP2C9 act	CYP2C9 inh	EphB4 antag	PTK2B oligo ant	PostGolgi yeast	CYP2C19 inhib	Ecoli WT expand
O=C(Oc1ccccc1)c1ccc(-n2cnnn2)cc1	1	0.3	0.8	22	-1	0.77	26	69*	6
O=C(NC1CCCCC1)N1CCCC(c2nc3ccccc3[nH]2)C1 (stereo not drawn)	0.9	0.7	0.5	46	6	0.93	-6	33	-1
O=C(NC(C(=O)N/N=C/c1ccccc1)c1n[nH]c(=O)c2ccccc12)c1ccccc1 (stereo not drawn)	1	0.6	0.5	52*	1	-0.23	1	37	5
Nc1ccc2c(c1)ncn2CCCn1cnc2cc(N)ccc21	1.2	0.7	1.1	-11	-1	1.8	0	26	5

(continued)
molecule	PLAP act	CYP2C19 act	CYP2C9 act	CYP2C9 inh	EphB4 antag	PTK2B oligo ant	PostGolgi yeast	CYP2C19 inhib	Ecoli WT expand
CC(=O)N(c1ccc2oc(=O)sc2c1)S(=O)(=O)c1ccccc1	0.9	0.4	0.9	14	1	0.12	-2	65*	6
Cc1c(C)n(Cc2ccccc2)c2ncnc(N)c12	1.2	0.6	0.8	24	6	0.88	3	45	8
CCOC(=O)c1cc2c(=O)n3cc(C)ccc3nc2n(Cc2cccnc2)c1=N	1.2	0.8	0.7	30	nt	nt	nt	16	nt
C=CCn1c(Cc2cccs2)nnc1SCC(=O)NCc1ccco1	1	0.7	0.3	65*	5	0.38	-6	32	4
OCCN(Cc1ccccc1)Cc1ccccc1Cl	1	0.2	0.7	28	3	-1.4	-4	81*	14
Cc1c(C(=O)NC2=NCCS2)oc2ccccc12	1	0.4	0.9	12	-4	1.2	-9	61*	-3
Cc1ccc(NC(=O)COc2ccc(/C=N/NC(=O)CSCc3ccccc3)cc2)cc1	1	1	0.6	38	0	1	-3	-1	-2
O=C(CCN1CCc2ccccc2C1)c1ccc2c(c1)OCCO2	1	0.8	0.8	16	0	0.62	-4	18	7
Cc1c(C(=O)N2CCCC2)nnn1-c1nonc1N	1	0.5	1	3	3	-0.26	-2	52*	4
O=C(Nc1ncc(C(F)(F)F)cc1Cl)C1COc2ccccc2O1 (stereo not drawn)	1	0.2	0.8	21	-5	0.75	16	80*	1
